HT1080 IDH1KD tx = HT-1080 IDH1 knockdown cell toxicity (counter line); 360,000 tested, 2% active; Potency, µM (doses to about 46.1 µM), without a hit: at the top dose activity, negative = toxicity, most hits filed as cytotoxic; HT-1080 IDH1 knockdown viability, ATP luminescence, 48 h;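 also: potency is read from the fitted curve at half-maximal effect; 0% = DMSO wells and -100% = cell-free medium wells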
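IDH1KD HT-1080 cells, 750/well, RPMI + 5% FBS; compound pinned after 2 h settling; 48 h, 37 °C; CellTiter-Glo luminescence; % activity normalised to DMSO and no-cell wells; curves fitted, classed by r2 and efficacy.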
ATXN2 expr inh = inhibitors of ATXN2 expression | HEK-293 ATXN2-luciferase reporter, luminescence, 24 h | 360,000 tested, 0.72% active | Potency, µM (doses to about 57 µM), for inactives: at the top dose activity change, negative = inhibition, usual class: inhibitors; also: potency is read from the fitted curve at half-maximal effect; % is scaled to controls: 0 for no effect and ±100 for the full control effect; nearly all actives have a fitted effect of over 55% in size
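qHTS (up to 57 uM final) was run with 24 h compound exposure of reporter cells at 37 °C. Each well was multiplexed: SteadyGlo luminescence measured ATXN2-luciferase expression after a fluorogenic Gly-Phe-AFC viability readout (25 uM final).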
HepG2 tox = counter-screen for TGF-b inhibitors: cytotoxicity in HepG2 cells. 410,000 tested, 0.76% active. HepG2 CAGA-GFP viability, ATP luminescence, 18 h. Potency, µM (highest dose often 46.1 µM), for the others: at the top dose activity change, negative = cytotoxicity, usual class: cytotoxic; also: potency is read from the fitted curve at half-maximal effect; some results filed as inactive show a strong effect at the top dose
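HepG2 CAGA-GFP cells (1000/well, DMEM with 1% FBS) received compound, then TGF-beta at 500 pg/mL final, and were incubated 18 hours at 37 degrees C. Viability was read by CellTiter-Glo luminescence. Media-only wells were set as complete cell-killing and DMSO as no toxicity.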
S2 tox = viability counter-screen for ATXN expression inhibitors; S2 cells (HEK-293 line with an ATXN2-luciferase reporter) viability, CellTiter-Fluor protease fluorescence, 24 h; Potency, µM (doses to about 56.7 µM), actives largely listed as cytotoxic; 400,000 tested, 0.49% active; AID 651635; also: potency is read from the fitted curve at half-maximal effect; nearly all actives have a fitted effect of over 40% in size
IL-1B inflam inh = inflammasome signaling inhibition, IL-1 beta readout. THP-1 LPS/ATP IL-1B secretion, AlphaLISA, 16 h; active compounds read low. activity change, % at 57.5 µM. 360,000 tested, 4.7% active; in the data active = activity change below about -50%; inconclusive = mostly about -30% to -49%; also: % is scaled to controls: 0 for no effect and ±100 for the full control effect
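Secreted IL-1B measured by AlphaLISA bead assay after 16 h compound exposure of THP-1 cells; compounds (final up to 57.5 uM) added 1 h before LPS (250 ng/mL) and ATP (1.25 mM) stimulation; lower signal means less secretion.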
SW480 rerep = induces DNA re-replication in SW480 colon adenocarcinoma cells | SW480 DNA re-replication, Hoechst DNA content imaging, 48 h | Potency, µM (titrated, usually from 46.1 µM), for inactives: at the highest dose re-replication activation, most hits filed as activators | 340,000 tested, 1.8% active | AID 624297; also: potency is read from the fitted curve at half-maximal effect; % of control where 0% means no effect; nearly all actives have a fitted effect of over 55% in size
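250 cells/well; 23 nL cpd via pin tool; 48 hr, 37 C, 5% CO2; Hoechst 40 min; imager read of total nuclear intensity, ex 405/em 500-530 nm.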
HT1080-NT tox = kills 2HG-producing HT-1080-NT fibrosarcoma cells | HT-1080-NT fibrosarcoma viability, CellTiter-Glo ATP luminescence, 48 h | Potency, µM (titrated, usually from 46.1 µM), inactives show at the highest dose activity, negative = less viability, actives largely listed as cytotoxic | 360,000 tested, 1.6% active | AID 686970;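 also: NT is the 2HG producing partner of a matched IDH1 knockdown line; potency is read from the fitted curve at half-maximal effect; 0% = DMSO-treated cells and -100% = media-only wells without cells; nearly all actives have a fitted effect of over 55% in size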
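Viability by CellTiter-Glo luminescence after 48 h compound exposure at 37C of HT-1080-NT cells (750/well, RPMI, 5% FBS). % activity scaled between DMSO wells and medium-only wells, then curve-fitted and categorized by curve class.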
MCF10A rerep = inducers of DNA re-replication in MCF 10A breast cells; MCF 10A DNA re-replication, Hoechst nuclear intensity, 48 h; Potency, µM (top dose mostly 46.1 µM), without a hit: at the highest dose activity, positive = re-replication, hits mostly activators; 350,000 tested, 2.9% active; AID 624296; also: potency is read from the fitted curve at half-maximal effect; % of control where 0% means no effect; nearly all actives have a fitted effect of over 50% in size
KB-3-1 tox = KB-3-1 parental cell cytotoxicity; 400,000 tested, 1.4% active; Potency, µM (doses to about 46.1 µM), for the others: at the highest dose activity change, negative = cytotoxic, actives largely listed as cytotoxic; KB-3-1 viability, CellTiter-Glo ATP luminescence, 72 h; AID 1347075; also: potency is read from the fitted curve at half-maximal effect; % is scaled to controls: 0 for no effect and ±100 for the full control effect; nearly all actives have a fitted effect of over 60% in size
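Using CellTiter-Glo luminescence, growth of non-resistant KB-3-1 adenocarcinoma cells is assessed 72 h after pin-tool compound addition at 37 °C. Normalized responses across the concentration series yield fitted curves.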
An asterisk follows results filed as active; i = inactive; ? = inconclusive; . = no result given; [ ] = dose if it differs, or a comment. Unless noted, calls follow the shape of the dose curve; as a rule, active = well fitted curve in the direction sought with a large enough effect; inconclusive = small, poorly fitted or top-dose-only effect, or another doubt; inactive = no such curve, though single readings can be large; an effect the other way counts as inactive or inconclusive.

SMILES | HT1080 IDH1KD tx | ATXN2 expr inh | HepG2 tox | S2 tox | IL-1B inflam inh | SW480 rerep | HT1080-NT tox | MCF10A rerep | KB-3-1 tox
O=C(Nc1ccccc1OC(F)F)c1ccc(S(=O)(=O)N2CCCC2)cc1 | -5% | 17% | -7% | i | -13 | -3% | 1% | 1% | 4%
CCOC(=O)c1ccc(NC(=O)c2cc(=O)c3cc(CC)ccc3o2)cc1 | . | 12% | 3% | i | . | . | . | . | 16%
Cc1ccc(C(=O)N/N=C\c2ccc[nH]2)cc1[N+](=O)[O-] | ? | -3% | -15% | i | -4 | -2% | -11% | ? | -5%
CCC1C(=O)NCCN1C(=O)c1ccccc1OC1CCN(S(C)(=O)=O)CC1 (configuration not stated) | 3% | . | -8% | ? | 14 | 1% | 7% | 3% | 0%
CCOc1ccc(Br)cc1S(=O)(=O)NCCN1CCCC1 | -5% | . | 6% | ? | -19 | -18% | 4% | -8% | 4%
CC(C)[C@H](NS(=O)(=O)c1ccc2c(c1)OCCO2)C(=O)OCC(=O)Nc1ccccc1Cl | 3% | -18% | 2% | ? | 19 | -4% | 2% | -8% | 21%
COc1ccc2cc(/C=N/NC(=O)c3c(Cl)cnn3C)c(Cl)nc2c1 | 1% | -11% | 8% | i | 0 | ? | 2% | -310%[inhibitor] | 12%
CCCc1nc2ccc(NC(=O)NCCC(=O)OCC)cc2c(=O)n1Cc1ccc(Cl)cc1 | -3% | 0% | -22% | i | -25 | 6% | -11% | 9% | 3%
CCOCC(=O)N1CCCC(C(=O)OCC)C1 (configuration not stated) | 6% | -22% | 1% | i | 5 | -5% | 19% | -1% | -2%
COc1cccc(/C=N/Nc2nnc(C)n2N)c1O | 21µM* | -1% | -154% | i | 7 | ? | ? | 21% | 10%
COc1ccc(S(=O)(=O)N2CCCCC2)cc1NC(=S)Nc1ccccc1 | 14% | 22% | 8% | i | 3 | 1% | 11% | 1% | -1%
COc1ccc(NC(=O)CSc2nc3ccccc3n2CC(=O)N2CCCCC2C)cc1 (configuration not stated) | . | -4% | -30% | i | . | . | . | . | -1%
CC(O)(C(=O)c1ccccc1)c1ccccc1 (configuration not stated) | 5% | 0% | -5% | ? | 6 | . | 26% | . | 0%
COc1ccc(-c2csc(NC(=O)c3ccccc3F)n2)cc1 | 3% | . | -16% | i | 29 | -7% | 7% | 13% | -1%
Cc1ncc([N+](=O)[O-])n1Cc1cccc(F)c1 | 1% | -11% | 1% | i | 42 | 0% | 1% | -1% | 1%
Cc1ccc(CN2C(=O)CNC2=S)cc1 | 3% | -24% | 0% | i | -3 | 2% | 1% | 0% | 14%
O=C(c1cc(-c2ccccc2Cl)nc2ccccc12)N1CCC1 | 4% | 4% | -3% | ? | 18 | -4% | 1% | -1% | -7%
CCOc1ccc(S(=O)(=O)N(CC(=O)N2CCc3ccccc32)Cc2ccco2)cc1 | -13% | -5% | -13% | i | -18 | -4% | 1% | -2% | -1%
CCN(CC)S(=O)(=O)c1ccc(N2CCOCC2)c(NS(=O)(=O)c2ccc(C(C)C)cc2)c1 | 6% | -9% | -1% | i | -6 | -3% | 9% | 12% | 7%
Cc1cccc(N2CCN(S(=O)(=O)c3ccc4c(c3)n(C)c(=O)c(=O)n4C)CC2C)c1 (configuration not stated) | -4% | ? | 1% | i | 32 | 6% | 2% | 10% | -11%
Cc1cccc(C)c1NC(=O)C(C1CC1)n1c(-c2ccc(C(F)(F)F)cc2)nc2ccccc21 (configuration not stated) | -13% | . | . | . | 0 | . | -22% | . | -17%
CCOc1ccc(NC(=O)N(CCC(C)C)C(C)c2ccco2)cc1 (configuration not stated) | 11% | 0% | -5% | i | -13 | -10% | 15% | 14% | 7%
O=C(NCC1CCCO1)c1cccc(S(=O)(=O)Nc2ccc(SC(F)F)cc2)c1 (configuration not stated) | 0% | 6% | 3% | i | 25 | -5% | 0% | -2% | 6%
CCCCN(C(=O)CC1CCCC1)c1c(N)n(CCCC)c(=O)[nH]c1=O | 4% | . | 15% | i | -7 | -6% | -10% | -1% | 0%
O=C(N/N=C\c1cc(Br)cs1)c1ccncc1 | -10% | . | -13% | ? | -26 | -13% | -15% | 13% | 4%
CC(C)n1c(N2CCN(C(=O)Nc3ccc(Cl)cc3)CC2)nc2ccccc21 | -9% | -33% | -17% | ? | -23 | 1% | 0% | -21%[9.22 µM] | -4%
CCOc1ccc(CNCCSc2nnnn2C)cc1 | . | 9% | -2% | i | . | . | . | . | 0%
CN1C/C(=C/c2cccnc2)C(=O)/C(=C/c2cccnc2)C1 | ? | 20µM* | -77% | ? | -102* | ? | ? | 15µM* | ?
Cc1ccc(-n2ncc3c(NCCCN4CCOCC4)ncnc32)cc1 | . | 10% | -2% | i | . | . | . | . | 0%
C[C@H](NC(=O)NC1CCCc2ccccc21)C(=O)O (some centres not stated) | 5% | -2% | -2% | i | 34 | -4% | 0% | -1% | 0%

Whole records, quoted from the list. Screens in order: HT1080 IDH1KD tx, ATXN2 expr inh, HepG2 tox, S2 tox, IL-1B inflam inh, SW480 rerep, HT1080-NT tox, MCF10A rerep, KB-3-1 tox
Cc1cccc(N2CCN(S(=O)(=O)c3ccc4c(c3)n(C)c(=O)c(=O)n4C)CC2C)c1 (configuration not stated) across the screens: -4%, ?, 1%, i, 32, 6%, 2%, 10%, -11%
CCCc1nc2ccc(NC(=O)NCCC(=O)OCC)cc2c(=O)n1Cc1ccc(Cl)cc1 across the screens: -3%, 0%, -22%, i, -25, 6%, -11%, 9%, 3%
CC(C)n1c(N2CCN(C(=O)Nc3ccc(Cl)cc3)CC2)nc2ccccc21 across the screens: -9%, -33%, -17%, ?, -23, 1%, 0%, -21%[9.22 µM], -4%

Records above shown as hits in IL-1B inflam inh:
structure	IL-1B inflam inh	SW480 rerep
CN1C/C(=C/c2cccnc2)C(=O)/C(=C/c2cccnc2)C1	-102*	?

As entered above:
Result of Cc1cccc(N2CCN(S(=O)(=O)c3ccc4c(c3)n(C)c(=O)c(=O)n4C)CC2C)c1 (configuration not stated) under KB-3-1 tox: -11%
Result of CCOc1ccc(S(=O)(=O)N(CC(=O)N2CCc3ccccc32)Cc2ccco2)cc1 under ATXN2 expr inh: -5%

(next part)
SMILES | HT1080 IDH1KD tx | ATXN2 expr inh | HepG2 tox | S2 tox | IL-1B inflam inh | SW480 rerep | HT1080-NT tox | MCF10A rerep | KB-3-1 tox
CC1CCN(S(=O)(=O)N2CCC(C(=O)NCCc3ccccc3)CC2)CC1 | 2% | 0% | 0% | ? | 26 | -2% | 19% | 10% | 15%
CCCNC(=O)CSC1=N/C(=C/c2ccc(F)cc2)C(=O)N1CC | 5% | -14% | -3% | i | -1 | -5% | 9% | 1% | 3%
O=c1c2ccccc2sn1-c1cccc(Cl)c1 | ? | -25% | -65% | 25µM* | -102* | . | -16% | . | ?
COC(CNS(=O)(=O)c1ccc(S(=O)(=O)N2CCCC2)cc1)OC | 6% | -18% | -3% | i | 9 | -4% | 0% | 0% | -2%
COc1ccc(/C=N/NC(=O)CNS(=O)(=O)c2ccccc2)cc1 | -13% | ? | -16% | i | -6 | -2% | 9% | 3% | 20%
C=CC[C@@H](Cc1ccc(F)cc1)C(=O)OC[C@H]1CCCN1C(=O)[C@H](CC=C)CC(=O)NCCO | 13% | 13% | 1% | i | 9 | -2% | 10% | 0% | 13%
Cc1nnc(Nc2ccc3c(c2)OCO3)c2ccccc12 | 10% | 39%[activator] | -6% | i | 2 | 2% | 4% | 15% | ?
O=S(=O)(c1cccc2ccccc12)N1CCC2CC1c1cc(-c3ccc(F)cc3)ccc12 (configuration not stated) | 9% | -15% | -15% | i | 30 | ? | -1% | ? | -19%
O=C1NCCCC1C(=O)N/N=C/c1cccc(Cl)c1 (configuration not stated) | 12% | 14% | -168% | i | 3 | -132%[inhibitor] | 25% | -13% | 14%
CC(=O)Oc1ccc2nc(-c3ccc(Br)o3)oc(=O)c2c1 | -9% | -18% | -16% | i | 8 | ? | 3% | -17% | -5%
COc1nc(-c2ccccc2)c2cc(Br)ccc2n1 | -1% | . | -29% | i | 64 | -10% | -2% | 10% | 5%
Cc1cc(-c2ccn[nH]2)c(C)s1 | -12% | -9% | -3% | i | -18 | -3% | 1% | 0% | -1%
Cc1cccc(N2CCN(C(=O)c3ccc(CNc4c(N5CCC(C)CC5)c(=O)c4=O)cc3)CC2C)c1 (configuration not stated) | 0% | . | -6% | i | 5 | ? | -1% | 9% | ?
COc1ccc(NC(=O)C2=CCN(S(=O)(=O)c3ccccc3)CC2)cc1OC | 0% | . | -2% | i | -5 | -7% | 10% | -3% | 0%
Cc1nn(CC(C)C(=O)N2CCN(S(=O)(=O)c3ccc(Cl)cc3)CC2)c(C)c1C (configuration not stated) | 6% | 4% | -1% | i | 26 | -6% | 2% | 5% | 0%
CCN(CC)C(=O)c1cccc(NC(=O)c2cc(-c3ccccn3)nc3ccccc23)c1 | 8% | 0% | 1% | ? | 3 | 9% | 2% | ? | 0%
O=C(Nc1c[nH]c(=O)[nH]c1=O)c1ccccc1Cl | 8% | -13% | -3% | i | 11 | -2% | 7% | ? | ?
O=C(NNC(=O)c1ccc(-c2ccccc2)cc1)c1ccccc1 | 2% | 19% | -2% | i | -10 | -9% | -1% | -1% | 0%
O=C(NCCN1CCOCC1)c1cc(-c2ccccc2)on1 | ? | -1% | 3% | ? | 7 | -2% | -2% | -5% | -16%
